ALDH1A1 block = blocks purified human ALDH1A1 activity. AID 1030. P00352. Purified ALDH1A1, NADH fluorescence, propionaldehyde substrate. Potency, µM (series often up to 75.3 µM), for the others: at the top dose activity, negative = inhibition, hits mostly inhibitors. actives 7.3% (n = 220,000); active = well fitted inhibition curve with a large enough effect, not every such curve was filed as active; inconclusive = small, poorly fitted or top-dose-only effect, or another doubt; inactive = no such curve, though single readings can be large or run the other way;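 also: plate controls were no enzyme wells and a reference inhibitor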
Target sequence (P00352 whole entry, looked up): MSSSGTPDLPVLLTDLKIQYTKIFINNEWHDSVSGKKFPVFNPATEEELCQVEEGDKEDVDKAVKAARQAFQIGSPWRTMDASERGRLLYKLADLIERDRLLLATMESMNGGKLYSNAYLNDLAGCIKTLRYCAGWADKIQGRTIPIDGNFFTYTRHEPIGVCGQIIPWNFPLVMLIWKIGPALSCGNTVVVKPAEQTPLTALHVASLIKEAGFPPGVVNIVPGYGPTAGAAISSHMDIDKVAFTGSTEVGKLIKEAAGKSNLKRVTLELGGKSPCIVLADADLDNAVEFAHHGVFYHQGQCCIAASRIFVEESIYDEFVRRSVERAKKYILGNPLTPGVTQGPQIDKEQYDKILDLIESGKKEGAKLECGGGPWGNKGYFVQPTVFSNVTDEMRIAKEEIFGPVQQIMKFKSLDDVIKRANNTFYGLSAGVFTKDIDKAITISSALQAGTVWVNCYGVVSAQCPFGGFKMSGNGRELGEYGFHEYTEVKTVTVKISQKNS
L3MBTL1 block = inhibitors of human L3MBTL1; Q9Y468; AlphaScreen L3MBTL1–H3K9me1 peptide binding; Potency, µM (titrated, usually from 57.1 µM), without a hit: at the top dose activity, negative = inhibition, usual class: inhibitors; actives 0.66% (n = 230,000); also: % is scaled to controls: 0 for no effect and ±100 for the full control effect; nearly all actives have a fitted effect of over 60% in size
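First, the protein-peptide complex forms for 30 min at room temperature (L3MBTL1 50 nM, biotinylated H3K9me1 peptide 75 nM). Next, compounds are pin-transferred and incubated 30 min. Finally, AlphaScreen beads are added and read after 30 min.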
Luc counter = counter-screen: inhibitors of Kinase-Glo firefly luciferase. Q27757. Kinase-Glo luciferase, ATP luminescence, 8 min. Potency, µM (highest dose often 38.3 µM), inactives show at the top dose activity change, negative = inhibition, hits mostly inhibitors. actives 0.28% (n = 200,000); also: % is scaled to controls: 0 for no effect and ±100 for the full control effect; nearly all actives have a fitted effect of over 60% in size
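Kinase-Glo luciferase light output from ATP and luciferin was measured with 10 uM ATP, within the enzyme's linear range. Buffer: 50 mM imidazole pH 7.2, 50 mM KCl, 7 mM MgCl2, 0.01% Tween 20, 0.05% BSA; luminescence read after 8 min at ambient temperature.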
Lamin A splicing = changes lamin A minigene splicing in HeLa cells | HeLa LMNA splicing GFP/RFP minigene ratio, 48 h | Potency, µM (titrated, usually from 46.1 µM), for the others: top-dose ratio change, negative = inhibition, actives largely listed as inhibitors | actives 0.01% (n = 200,000); active = well fitted inhibition curve with a large enough effect in the signal ratio, with a control signal flat, not every such curve was filed as active; inconclusive = small, poorly fitted or top-dose-only effect, or effect the other way, or a change in a side signal; the % refers to the signal ratio; also: % is scaled to controls: 0 for no effect and ±100 for the full control effect
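Read-out is the ratio of GFP to DsRed2 object intensity, acquired by 488 nm laser-scanning cytometry on HeLa lamin A-EGFP minigene reporter cells. Compound incubation 48 hrs at 37 °C in Opti-MEM with 2% FBS; DMSO 0.5% final.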
KDM4E inh = JMJD2E (human) inhibition; B2RXH2; JMJD2E catalytic domain, FDH-coupled NADH fluorescence (FDH is formaldehyde dehydrogenase); Potency, µM (highest dose often 57.1 µM), without a hit: at the highest dose activity change, negative = inhibition, usual class: inhibitors; actives 1.6% (n = 230,000); active = well fitted inhibition curve with a large enough effect, not every such curve was filed as active; inconclusive = small, poorly fitted or top-dose-only effect, or another doubt; inactive = no such curve, though single readings can be large or run the other way;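 also: 0% = wells with enzyme and -100% = buffer wells without enzyme; nearly all actives have a fitted effect of over 50% in size; many of its hits are not listed in these tables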
Target sequence (B2RXH2 1-337 limits assumed): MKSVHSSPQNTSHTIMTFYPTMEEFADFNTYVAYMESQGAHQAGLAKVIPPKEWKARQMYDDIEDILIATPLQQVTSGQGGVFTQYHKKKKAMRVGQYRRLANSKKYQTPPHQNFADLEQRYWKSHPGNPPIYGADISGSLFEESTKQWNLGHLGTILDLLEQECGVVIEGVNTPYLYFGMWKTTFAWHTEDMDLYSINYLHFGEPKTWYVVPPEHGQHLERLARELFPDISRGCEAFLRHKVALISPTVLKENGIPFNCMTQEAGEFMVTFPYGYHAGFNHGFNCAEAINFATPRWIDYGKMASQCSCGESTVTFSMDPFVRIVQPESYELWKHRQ
RECQ1 helicase = RECQ1 (human) helicase inhibition. Potency, µM (titrated, usually from 57.3 µM), for inactives: top-dose activity, negative = inhibition, actives largely listed as inhibitors. P46063. actives 0.54% (n = 240,000). RECQ1 DNA unwinding, red fluorescence kinetic read;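 also: plate controls were vehicle for no effect and no enzyme for full effect; nearly all actives have a fitted effect of over 30% in size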
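RECQ1T1 50 nM; forked duplex (20 bp + 30-nt ss tails) 200 nM, ATP 2 mM final; pH 8.0, 2 mM MgCl2, 2.5 ug/ml poly(dI-dC); 15 min compound preincubation; discontinuous kinetic read over 2 h at RT.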
Tau ThT inhib = blocks human tau fibril formation measured by thioflavin T; P10636; recombinant tau K18 P301L (four-repeat tau fragment), heparin-induced fibrillization, ThT fluorescence; Potency, µM (titrated, usually from 57.4 µM), for inactives: at the top dose activity, negative = inhibition, actives largely listed as inhibitors; actives 2.1% (n = 270,000); also: % is scaled to controls: 0 for no effect and ±100 for the full control effect; nearly all actives have a fitted effect of over 55% in size
Target sequence (P10636 561-689 P618L limits assumed): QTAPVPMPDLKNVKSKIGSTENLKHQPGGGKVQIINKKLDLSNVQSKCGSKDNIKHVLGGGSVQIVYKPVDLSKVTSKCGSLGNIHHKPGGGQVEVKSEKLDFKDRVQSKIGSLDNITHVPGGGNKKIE
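Heparin-induced fibrillization of the P301L-mutant K18 repeat-domain fragment of human tau was followed by ThT binding in quantitative high-throughput format.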
SMN2 splice enh = increases expression of the SMN2 splice variant; HEK293 SMN2-luciferase splicing reporter, luminescence, 30-36 h; Potency, µM (highest dose often 46.1 µM), for the others: at the highest dose activity change, positive = activation, actives largely listed as activators; actives 2.8% (n = 210,000); AID 1458; also: % of control where 0% means no effect; nearly all actives have a fitted effect of over 55% in size
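qHTS luciferase splicing reporter: luminescence rises when SMN2 exon 7 is included in transfected HEK293 cells. Compound exposure lasted 30-36 h at 37C, with 4.5 mM final sodium butyrate as control, followed by a ONE-Glo read.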
Numbers without * were called inactive; i = inactive; u = inconclusive; x = no result given; & = joins results of further samples; [ ] = remark or other dose. Unless noted, calls follow the shape of the dose curve; as a rule, active = well fitted curve in the direction sought with a large enough effect; inconclusive = small, poorly fitted or top-dose-only effect, or another doubt; inactive = no such curve, though single readings can be large; an effect the other way counts as inactive or inconclusive. Potency is read from the fitted curve at half-maximal effect. These rows are one share of the data, so the mix of outcomes need not match the whole.

item	structure	ALDH1A1 block	L3MBTL1 block	Luc counter	Lamin A splicing	KDM4E inh	RECQ1 helicase	Tau ThT inhib	SMN2 splice enh
1	Brc1ccc(/C=N/c2nc3ccccc3n2CCN2CCOCC2)cc1	22%	4%	2%	9%	3%	-2%	5%	8%
2	COc1ccc2c(c1)c1ncn(Cc3ccco3)c(=O)c1n2C	u	14%	1%	-9%[0.0737 µM]	u	-3%	-5%	-7%
3	Cc1ccccc1CSc1nc(-c2ccccc2)cc(=O)[nH]1	6%	-3%	x	-16%	-4%	-9%	-4%	x
4	O=S(=O)(Nc1nc2ccccc2nc1Cl)c1ccccc1	2%	5%	x	-15%	u	2%	3%	x
5	Cc1onc(-c2ccccc2Cl)c1C(=O)N1C=CC(C(F)(F)Cl)=NCC1	u	4%	5%	18%	6%	-5%	3%	8%
6	O=C(Nc1ccc(Cl)cc1)Nc1nnc(CSc2ccc(Cl)cc2)s1	0%	6%	-1%	-5%	-3%	-12%	8%	u
7	N#CCC(=O)NC(=O)NCC1CC1	1.3µM*	6%	-3%&-3%	-7%	14%&-17%	-6%&4%	-9%&-11%	-8%&10%
8	CCCCn1nnnc1NCc1cc(OC)c(OC)c(OC)c1	4%	6%	1%	1%	1%	-5%	-6%	-11%
9	Cn1c(=O)cc(OCC(=O)NCc2cccs2)c2ccccc21	-5%	x	1%	x	-4%	-1%	-7%	14%
10	CCCCn1cnc2cc(C)c(C)cc21	-3%	-3%	1%	u	9%	i	-8%	6%
11	CCOc1ccc(C2N(c3ccc(F)cc3)C(=O)C3CCCN32)cc1 (stereo unspecified)	u	2%	3%	8%	u	-11%	-3%	0%
12	COc1ccc(S(=O)(=O)N2CCC(C(=O)NCCC3=CCCCC3)CC2)cc1C	-11%	x	-1%	-13%	-2%	-19%	-17%	-4%
13	CC(C)NC(=S)NN=C1CCCCCCCCCCC1	-5%	-22%	2%	u	18%	i	-9%	-19%
14	COc1ccc(NC(=O)c2c3c(nc4ccccc24)CCN(Cc2ccccc2)C3)c(OC)c1	u	u	-9%	3%[9.22 µM]	-27%	-1%	u	-16%
15	COc1ccc(C(=O)NC=C2C(=O)OC(C)(C)OC2=O)cc1	13µM*	36%[activator]	-1%	x	9%	i	-9%	-3%
16	OC(CNCC#Cc1ccccc1)c1ccccc1 (stereo unspecified)	-1%	0%[11.4 µM]	5%	-12%[46 µM]	9%	i	7%	8%
17	CCN(CCn1cccn1)Cc1cn[nH]c1-c1cccc2ccccc12	x	-1%	x	x	-5%	-17%	-5%	x
18	O=C(Nc1ccccc1)C1CCCCC1	8%	-2%	1%	-6%	6%	0%	-2%	x
19	CCn1c(-c2ccc(N(C)C)cc2)nc2ccccc21	u	-8%	-11%	8%	u	i	u	13µM*
20	CC(C)(C)c1ccc(C(=O)c2c[nH]c(C(=O)NCCc3ccccn3)c2)cc1	2%	-19%	-2%	14%[46 µM]	5%	-7%	-3%	3%

A different layout for some results above.
Results follow in this order: ALDH1A1 block, L3MBTL1 block, Luc counter, Lamin A splicing, KDM4E inh, RECQ1 helicase, Tau ThT inhib, SMN2 splice enh
[13] CC(C)NC(=S)NN=C1CCCCCCCCCCC1
 : -5%, -22%, 2%, u, 18%, i, -9%, -19%
[14] COc1ccc(NC(=O)c2c3c(nc4ccccc24)CCN(Cc2ccccc2)C3)c(OC)c1
 : u, u, -9%, 3%[9.22 µM], -27%, -1%, u, -16%

Going on with the list:
item	structure	ALDH1A1 block	L3MBTL1 block	Luc counter	Lamin A splicing	KDM4E inh	RECQ1 helicase	Tau ThT inhib	SMN2 splice enh
21	NC1=C(c2ccc([N+](=O)[O-])cc2)C(=O)CO1	-3%	0%	1%	2%	3%	i	-10%	20%
22	O=C(Cc1c(F)cccc1Cl)NCC1CCCO1 (stereo unspecified)	3%	x	3%	-3%	2%	i	0%	15%
23	CN1CCN(C(=O)c2cc3c(ccc4ccccc43)oc2=O)CC1	u	5%	x	4%	u	13%	6%	x
24	CNC(=O)c1ccc(Nc2nnc(-c3ccc(C)c(S(=O)(=O)NCC4CCCO4)c3)c3ccccc23)cc1 (stereo unspecified)	u	-5%	1%	-21%	-4%	-2%	-5%	1%
25	CC(C)(C)c1ccc(C(=O)Nc2ccc(Oc3cccnc3)nc2)cc1	-7%	-4%	x	x	-6%	2%	-8%	x
26	CC(=O)c1ccc(NC(=O)CSc2ccc3nnc(-c4cccnc4)n3n2)cc1	-9%	x	-1%	12%[9.22 µM]	-28%	i	-9%	-17%
27	N#Cc1c(N)nc2c(c1-c1ccc3c(c1)OCO3)CCc1ccccc1-2	u	62%[activator]	-4%	u	2%	1%	-10%	u
28	CN(C1CCCCC1)S(=O)(=O)c1ccc(S(=O)(=O)N2CCCC2)cc1	u	13%	-1%	u	6%	1%	4%	-22%
29	NC(=O)COc1ccccc1C(=O)O	-1%	5%	3%	x	u	-5%	9%	14%
30	O=C(C1CCC1)N(CCc1ccccc1)Cc1nc2ccccc2c(=O)[nH]1	u	-2%	1%	u	-4%	i	-7%	-7%
31	O=C(Cn1cnc2c(cnn2-c2ccc(F)cc2)c1=O)OCc1ccccc1	11%	x	15%	10%	2%	2%	2%	-48%[inhibitor]
32	O=S(=O)(c1ccccc1)N(CC1CO1)c1ccccc1 (stereo unspecified)	5%	6%	0%	u	-21%	i	-2%	3%
33	CCCCCCCCNC(=S)NCCN1CCCCC1	-7%	-1%	-1%	-4%[9.22 µM]	u	-6%	-4%	-12%
34	Cn1cc([N+](=O)[O-])c(C(=O)Nc2nc(-c3ccc(Cl)cc3)cs2)n1	u	-7%	5%	u	-1%	-13%	u	-58%[inhibitor]
35	COc1ccc(N2CCN(c3nc(Nc4ccc(C)c(F)c4)nc(N4CCCC4)n3)CC2)cc1	4%	-10%	6%	x	-22%	0%	-20%	-19%
36	CCCCC/C=C\C/C=C\C/C=C\C/C=C\CCCCCC(=O)NCC(=O)O	-3%	x	0%	x	-1%	-7%	-2%	3%
37	COc1ccc2nc(NC(=O)c3cnccn3)sc2c1	-7%	-2%	-16%	-5%	-3%	-7%	u	4µM*
38	Cc1ccc(/C=N/NC(=O)CNC(=O)c2ccc(S(=O)(=O)N(C)C)cc2)cc1	-2%	0%	2%	6%[46 µM]	-15%	-2%	-4%	0%
39	O=C(Cn1nnc(-c2ccc(S(=O)(=O)N3CCCC3)cc2)n1)Nc1ccccc1-n1cccc1	u	-9%	-4%	3%	-5%	i	-4%	-2%
40	CN1C(=O)N(C)C2(c3ccccc3)NC(=O)NC12c1ccccc1 (stereo unspecified)	6%	10%	3%	9%	-3%	12%	-3%	-9%
41	CCn1c2ccccc2c2cc(NC(=O)COC(=O)c3cc(OC)c(OC)cc3OC)ccc21	-3%	-15%	2%	-6%	u	-17%	u	-25%
42	Cc1cc(C)cc(NC(=O)N2CCCC2C(=O)NCc2ccco2)c1 (stereo unspecified)	-4%	2%	-3%	u	-1%	-3%	-2%	x
43	COc1cc(OC)nc(Oc2ccccc2C(=O)Oc2ccc(C)cc2)n1	0%	11%	-4%	-3%	7%	-5%	-4%	2%
44	CC(=O)Nc1ccc(S(=O)(=O)Nc2nc3n(n2)C(c2ccccc2)CC(=O)N3)cc1 (stereo unspecified)	4%	6%[11.4 µM]	-3%	12%	2%	-7%	5%	7%
45	Cc1ccc(NC(=O)c2cc3c(s2)CCCC3)cc1S(=O)(=O)Nc1ccccc1Cl	u	2%	0%	u	u	-14%	-3%	-60%[inhibitor]
46	CCC(=O)Nc1nc2n(n1)C(c1ccc(OC)cc1)C=C(c1ccccc1)N2 (stereo unspecified)	u	x	-4%	-6%	u	-10%	-1%	-3%
47	O=C(CCc1nnc(-c2ccccc2)o1)NCc1cc(F)ccc1F	u	2%	-4%	u	1%	-4%	-6%	x
48	Cc1c(S(=O)(=O)Nc2ccc3c(c2)OCCO3)c(=O)n(C)c(=O)n1C	-4%	-6%	-1%	-1%	2%	-3%	1%	-28%
49	CC1OCC23CC[C@@]4(C)CCC(C)(C)C[C@H]4[C@]2(C)CCC12C3CC[C@@]1(C)C2C(=O)CC(=O)[C@@H]1C (stereo partly specified)	9%	x	-1%	x	-4%	10%	-9%	-6%
50	CC1CC(=O)C(C2c3ccccc3CCN2C(=O)CCl)C(=O)C1 (stereo unspecified)	-7%	7%	4%	11%	-11%	1%	-9%	3%
51	Cn1c(N)c(C(=O)COC(=O)c2cccnc2Cl)c(=O)n(C)c1=O	-5%	x	4%	u	6%	-6%	1%	-1%
52	CCOC(=O)N1CCN(C(=O)COc2cccc3c2CCN(Cc2ccc(F)cc2)C3=O)CC1	5%	-5%	1%	u	-2%	8%	-9%	-46%[inhibitor]
53	Cc1ccc(S(=O)(=O)N2CCOCC2)cc1NC(=O)COC(=O)CNC(=O)c1ccccc1	5%	2%	0%	-6%	8%	11%	-4%	-9%[1.84 µM]
54	CN(C(=O)CN1CCC(NC(=O)C2CCCCC2)CC1)C1CCCCC1	u	x	1%	-12%	5%	-6%	-7%	14%
55	COc1cc(/C=N/NC(=O)CN2CCOCC2)ccc1OCc1ccccc1	-3%	1%	-1%	8%	-17%	-7%	-6%	21%
56	CC1=C(C(=O)OC(C)C)C(C)C(C(=O)OC(C)C)=C(C)N1	u	7%	-4%	u	u	-4%	-4%	-7%
57	CC(C)Oc1ccc(C2NC(=O)NC2=O)cc1 (stereo unspecified)	0%	x	-3%	18%	-8%	i	-6%	-8%
58	CC(=O)c1ccc(Oc2cc(C(F)(F)F)cnc2C(N)=O)cc1	-8%	x	3%	x	u	-2%	3%	-7%
59	Fc1cccc(-c2cc3nc4c(c(N5CCOCC5)n3n2)CCCC4)c1	u	20%	-7%	u	u	i	-14%	-5%
60	Cc1ccc(NC(=S)N(CCN2CCCCC2)Cc2ccco2)cc1C	-9%	-3%	-4%	u	0%	u	-2%	-3%
61	CCOc1ccc(-c2nc(CCl)cs2)cc1	-10%	14%	-5%	-4%[46 µM]	u	i	u	u
62	CN1CCN(NC(=S)Nc2ccccc2)CC1	15%	x	-1%	x	-5%	7%	-1%	u
